Source: PubChem BioAssay
Shn3 inh set2: Schnurri-3 reporter inhibition in Clone20 osteoblasts; Clone20 osteoblast Shn3 3'UTR firefly luciferase, 24 h; inhibition, % at 12.5 µM; actives 0.52% (n = 360,000);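 active = mean inhibition of at least 75% with every replicate also reaching 75%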;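 also: 0% = median of neutral control wells and 100% = pilot-screen positive control compound; some compounds past the cut are filed as inactive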
Peg3 promoter: reduces Peg3 promoter-driven luciferase expression in HeLa; actives 1.7% (n = 360,000); inhibition, % at 20 µM; HeLa PEG-Prom luciferase reporter, luminescence, overnight;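 active = inhibition of at least 50% at 20 µM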
TRPM1 prom inh: inhibitors of MITF-driven TRPM1 promoter in melanoma cells; SK-MEL-5 TRPM1 promoter luciferase, 24 h; AID 488899; actives 0.83% (n = 330,000); inhibition, % at 12.5 µM;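 active = mean inhibition across replicates of 60% or more, whatever share of single replicates reaches that level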; also: values of inactives mirror those of a sister screen read the other way
iPSC survival up: hiPSC single-cell survival enhancement; ATPlite luminescence; 100% = ROCK inhibitor wells, 0% = DMSO; actives 0.044% (n = 360,000); survival enhancement, % at 20 µM; in the data active = survival enhancement above about 18%;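 also: cells exposed to compounds for 16 hours before the ATP read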
HIF-2a inh: inhibitors of HIF-2a | AID 624352 | 786-0 RCC cells HIF-2a reporter, luciferase luminescence, overnight | actives 0.72% (n = 360,000) | inhibition, % at 18.8 µM;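 active = inhibition of the luminescence signal of 40% or more relative to plate controls, in a single-dose primary screen at 18.75 µM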
aDG glyco act: increases alpha dystroglycan glycosylation. Pro5-aDG cells, alpha-DG glycosylation AlphaScreen (IIH6); 0% Pro5, 100% B10-LARGE cell signal. AID 624168. activation, % at 10 µM. actives 0.22% (n = 360,000);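 active = activation of at least 8% versus controls, or a plate z-score of at least 8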;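 also: Pro5 are CHO cells carrying HIG-tagged alpha-DG that lacks glycosylation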
TWEAK Fn14 block: TWEAK-Fn14 signaling inhibition; actives 2% (n = 360,000); AID 1159606; TWEAK-stimulated Fn14 reporter cells, luciferase luminescence, 8 h; inhibition, % at 10 µM; in the data active = inhibition above about 50%
CF NFkB inh: cystic fibrosis NF-kB activation inhibition. KKLEB NF-kB-GFP reporter, PAF-induced, GFP fluorescence overnight. inhibition, % at 5 µM. actives 0.86% (n = 360,000). AID 588850;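 active = at least 50% inhibition at 5 µM, scaled per plate between neutral and stimulator controls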;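 also: PAF is a Pseudomonas aeruginosa culture filtrate used as stimulus; plate controls were PAF-stimulated DMSO wells for no effect and unstimulated DMSO wells for full effect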
NR2E3 ag-1: activates human NR2E3 receptor. AID 602229. Q9Y5X4. inhibition of corepressor binding, % at 3.98 µM. actives 0.35% (n = 360,000). CHO-S Gal4-NCOR/VP16-NR2E3 two-hybrid, luciferase;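 active = inhibition above the mean of all tested compounds plus 3 SD, cut at about 70% in these data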;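 also: 0% = DMSO with NR2E3 transfected cells and 100% = cells lacking NR2E3 construct; higher means lower luciferase signal from less NR2E3 corepressor binding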
Target sequence (Q9Y5X4 whole entry, looked up, the tested form may be a part): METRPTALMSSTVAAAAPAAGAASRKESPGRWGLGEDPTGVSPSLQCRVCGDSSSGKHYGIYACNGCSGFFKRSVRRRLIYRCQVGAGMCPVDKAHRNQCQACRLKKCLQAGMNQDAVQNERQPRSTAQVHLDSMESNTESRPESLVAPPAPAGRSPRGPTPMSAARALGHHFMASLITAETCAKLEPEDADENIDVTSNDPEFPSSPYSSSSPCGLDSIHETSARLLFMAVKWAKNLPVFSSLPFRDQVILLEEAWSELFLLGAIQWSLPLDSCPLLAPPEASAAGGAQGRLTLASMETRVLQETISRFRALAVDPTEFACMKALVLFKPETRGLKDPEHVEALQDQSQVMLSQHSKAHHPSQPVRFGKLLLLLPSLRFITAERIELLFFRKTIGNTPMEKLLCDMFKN
NR2E3 ag-2: activates human photoreceptor nuclear receptor NR2E3. Q9Y5X4. GST-NR2E3/biotin-RetCOR TR-FRET, 1536-well. inhibition of corepressor binding, % at 4.78 µM. actives 0.12% (n = 320,000). AID 2300;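 active = percent inhibition above the cutoff of mean plus 3 SD of all tested compounds, set per screening campaign, cut at about 20% in these data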;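 also: 0% = DMSO wells and 100% = biotin wells as full block of FRET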
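Test system – NR2E3–RetCOR corepressor complex · Quantity – NR2E3 fusion 1.35 nM · Buffer or medium – Tris pH 7.5 · Incubation – Compound–protein incubation for 5 h at 4 °C · Technique – TR-FRET, Eu(K)-anti-GST donor, streptavidin-D2 acceptor, ex 340, em 617/671 nm · Evaluation – percent inhibition of 671/617 nm emission ratio versus biotin and DMSO controls · Plate – 1536-well format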
KKLEB tox: CF airway cell cytotoxicity counter-screen | activity change (cytotoxicity), % at 5 µM | actives 0.36% (n = 360,000) | AID 602141 | KKLEB CF airway cells viability, ATPlite luminescence, overnight; stronger effect = lower value; cells stimulated with P. aeruginosa culture filtrate;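 active = corrected activity change at or below -50% at 5 µM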
* hit, by the source's call.

For Cn1nc(C(=O)Nc2ccccc2)c2c1-c1ccccc1S(=O)(=O)C2 the results were Shn3 inh set2 -18, Peg3 promoter -16, TRPM1 prom inh 0, iPSC survival up -0.3, HIF-2a inh -20, aDG glyco act 0.1, TWEAK Fn14 block 11, CF NFkB inh 4, NR2E3 ag-1 -12, NR2E3 ag-2 -4 and KKLEB tox -14.
For COc1ccc2c(c1OC)C(=O)N1c3ccccc3SC21 (stereo not drawn) the results were Shn3 inh set2 -49, Peg3 promoter -332, TRPM1 prom inh -41, iPSC survival up -0.4, HIF-2a inh -244, aDG glyco act -0.1, TWEAK Fn14 block -56, CF NFkB inh -6, NR2E3 ag-1 -70, NR2E3 ag-2 6 and KKLEB tox -4.
O=C(c1ccc(CN2CCOCC2)cc1)N1CCN(Cc2ccccc2)CC1 was read as Shn3 inh set2 3, Peg3 promoter 10, TRPM1 prom inh 0, iPSC survival up -1.0, HIF-2a inh 17, aDG glyco act -0.2, TWEAK Fn14 block -6, CF NFkB inh 4, NR2E3 ag-1 -4, NR2E3 ag-2 3 and KKLEB tox 12.
CCn1c2ccccc2c2cc(NC(=O)CSc3nccc(=O)[nH]3)ccc21 was read as Shn3 inh set2 -9, Peg3 promoter -2, TRPM1 prom inh -5, iPSC survival up 1.0, HIF-2a inh 17, aDG glyco act -0.1, TWEAK Fn14 block 5, CF NFkB inh -7, NR2E3 ag-1 0, NR2E3 ag-2 2 and KKLEB tox 2.
`CCC(C)c1ccc(S(=O)(=O)N2CC(=O)Nc3ccccc32)cc1` (stereo not drawn) gave Shn3 inh set2 -95, Peg3 promoter 9, TRPM1 prom inh -4, iPSC survival up -0.3, HIF-2a inh 23, aDG glyco act 2.1, TWEAK Fn14 block -7, CF NFkB inh -9, NR2E3 ag-1 -2, NR2E3 ag-2 0 and KKLEB tox -8.
For O=C(CSc1n[nH]c(-c2ccc(S(=O)(=O)NC3CCCCC3)cc2)n1)N1CCCC1 the results were Shn3 inh set2 20, Peg3 promoter 16, TRPM1 prom inh 2, iPSC survival up -1.1, HIF-2a inh 28, aDG glyco act 0.0, TWEAK Fn14 block 2, CF NFkB inh 6, NR2E3 ag-1 -15, NR2E3 ag-2 -3 and KKLEB tox 6.
Screening Nc1nc(N)nc(-c2ccccn2)n1 returned Shn3 inh set2 -23, Peg3 promoter 9, TRPM1 prom inh -2, iPSC survival up 6.1, HIF-2a inh 3, aDG glyco act 0.0, TWEAK Fn14 block -7, CF NFkB inh 4, NR2E3 ag-1 -5, NR2E3 ag-2 0 and KKLEB tox 2.
`Cc1ccc2cc(CN(Cc3cccs3)Cc3nnnn3CC3CCCO3)c(=O)[nH]c2c1` (stereo not drawn) gave Shn3 inh set2 -23, Peg3 promoter -26, TRPM1 prom inh 10, iPSC survival up 1.5, HIF-2a inh -62, aDG glyco act 0.0, TWEAK Fn14 block -11, CF NFkB inh -8, NR2E3 ag-1 -25, NR2E3 ag-2 -3 and KKLEB tox 0.
Screening Cc1ccc(SCC(=O)Nc2cccnc2)cc1 returned Shn3 inh set2 -11, Peg3 promoter -80, TRPM1 prom inh -7, iPSC survival up -1.3, HIF-2a inh -55, aDG glyco act -0.1, TWEAK Fn14 block -10, CF NFkB inh -8, NR2E3 ag-1 -17, NR2E3 ag-2 3 and KKLEB tox -6.
For COC(=O)CN(C#N)c1nc(N(C)C)nc(N(C)C)n1 the results were Shn3 inh set2 -32, Peg3 promoter 16, TRPM1 prom inh 2, iPSC survival up 0.0, HIF-2a inh 19, aDG glyco act 0.2, TWEAK Fn14 block 5, CF NFkB inh 12, NR2E3 ag-1 -25, NR2E3 ag-2 1 and KKLEB tox 21.
Screening O=S(=O)(NC1CCN(S(=O)(=O)c2c(F)cccc2F)CC1)c1ccc2c(c1)OCCO2 returned Shn3 inh set2 -5, Peg3 promoter 9, TRPM1 prom inh 11, iPSC survival up -2.3, HIF-2a inh -1, aDG glyco act -0.2, TWEAK Fn14 block -10, CF NFkB inh -5, NR2E3 ag-1 -4 and KKLEB tox 10.
Screening Cc1cc(CN(C)C(=O)CC2C(=O)NCCN2CC(c2ccccc2)c2ccccc2)on1 (stereo not drawn) returned Shn3 inh set2 8, Peg3 promoter 0, TRPM1 prom inh 4, iPSC survival up 3.1, HIF-2a inh 5, aDG glyco act -0.1, TWEAK Fn14 block 8, CF NFkB inh 6, NR2E3 ag-1 1, NR2E3 ag-2 -2 and KKLEB tox 5.
`CCCCCCSc1nsc(NC(=O)CC(C)C)n1` gave Shn3 inh set2 9, Peg3 promoter -118, TRPM1 prom inh -46, iPSC survival up -1.4, HIF-2a inh -184, aDG glyco act 2.0, TWEAK Fn14 block -30, CF NFkB inh 9, NR2E3 ag-1 -33, NR2E3 ag-2 3 and KKLEB tox 3.
For COc1ccc(-n2nc(C(=O)NCC(=O)NCC3COc4ccccc4O3)c3ccccc3c2=O)cc1OC (stereo not drawn) the results were Shn3 inh set2 7, Peg3 promoter 28, TRPM1 prom inh -6, iPSC survival up -0.1, HIF-2a inh 22, aDG glyco act -0.8, TWEAK Fn14 block 42, CF NFkB inh 4, NR2E3 ag-1 32, NR2E3 ag-2 4 and KKLEB tox -7.
For Cc1cccc(CSC2=NCCN2C(=O)C2CC2)c1 the results were Shn3 inh set2 8, Peg3 promoter -14, TRPM1 prom inh -7, iPSC survival up 2.6, HIF-2a inh -1, aDG glyco act 0.2, TWEAK Fn14 block 0, CF NFkB inh -3, NR2E3 ag-1 -11, NR2E3 ag-2 1 and KKLEB tox 2.

The closing two records of the section before are carried over, then new ones follow.
For COc1ccc(-n2nc(C(=O)NCC(=O)NCC3COc4ccccc4O3)c3ccccc3c2=O)cc1OC (stereo not drawn) the results were Shn3 inh set2 7, Peg3 promoter 28, TRPM1 prom inh -6, iPSC survival up -0.1, HIF-2a inh 22, aDG glyco act -0.8, TWEAK Fn14 block 42, CF NFkB inh 4, NR2E3 ag-1 32, NR2E3 ag-2 4 and KKLEB tox -7.
For Cc1cccc(CSC2=NCCN2C(=O)C2CC2)c1 the results were Shn3 inh set2 8, Peg3 promoter -14, TRPM1 prom inh -7, iPSC survival up 2.6, HIF-2a inh -1, aDG glyco act 0.2, TWEAK Fn14 block 0, CF NFkB inh -3, NR2E3 ag-1 -11, NR2E3 ag-2 1 and KKLEB tox 2.
CC(C)c1ccccc1-n1c(SCC(=O)c2ccc3c(c2)NC(=O)CO3)nc2ccccc2c1=O was read as Shn3 inh set2 5, Peg3 promoter 48, TRPM1 prom inh 22, iPSC survival up -0.2, HIF-2a inh 33, aDG glyco act 1.3, TWEAK Fn14 block 32, CF NFkB inh -4, NR2E3 ag-1 25, NR2E3 ag-2 3 and KKLEB tox -8.
`O=C(c1ccc(CNc2c(NC3CCCCC3)c(=O)c2=O)cc1)N1CCc2ccccc21` gave Shn3 inh set2 -9, Peg3 promoter 12, TRPM1 prom inh 48, iPSC survival up 0.7, HIF-2a inh 22, aDG glyco act -0.1, TWEAK Fn14 block 2, CF NFkB inh -31, NR2E3 ag-1 -29 and KKLEB tox 9.
For CCOC(=O)c1ccc(NC(=O)CCOc2ccc(C)cc2)cc1 the results were Shn3 inh set2 4, Peg3 promoter 25, TRPM1 prom inh -11, iPSC survival up -0.9, HIF-2a inh 7, aDG glyco act 0.2, TWEAK Fn14 block -4, CF NFkB inh 9, NR2E3 ag-1 -17, NR2E3 ag-2 3 and KKLEB tox 0.
Screening COc1ccccc1N=Cc1c(C)c(C#N)c2[nH]c3ccccc3n2c1=O returned Shn3 inh set2 7, Peg3 promoter -12, TRPM1 prom inh 6, iPSC survival up -0.4, HIF-2a inh -9, aDG glyco act -0.1, TWEAK Fn14 block -4, CF NFkB inh 14, NR2E3 ag-1 -5, NR2E3 ag-2 -1 and KKLEB tox -5.
COc1ccc(C(=O)Nc2ccc(C(=O)N3CCC(C)CC3)cc2)cc1OC was read as Shn3 inh set2 -3, Peg3 promoter -7, TRPM1 prom inh 4, iPSC survival up -0.3, HIF-2a inh -12, aDG glyco act 0.0, TWEAK Fn14 block 12, CF NFkB inh -15, NR2E3 ag-1 -16, NR2E3 ag-2 1 and KKLEB tox 9.
Screening COC(=O)c1cc(S(=O)(=O)Nc2cccc(C)c2C)cn1C returned Shn3 inh set2 18, Peg3 promoter 6, TRPM1 prom inh -1, iPSC survival up -0.4, HIF-2a inh 11, aDG glyco act -0.1, TWEAK Fn14 block 11, CF NFkB inh 9, NR2E3 ag-1 18, NR2E3 ag-2 0 and KKLEB tox 0.
For O=C(OC(C(=O)NC1CCCCC1)c1ccccn1)c1cccs1 (stereo not drawn) the results were Shn3 inh set2 3, Peg3 promoter 2, TRPM1 prom inh -4, iPSC survival up 3.3, HIF-2a inh 4, aDG glyco act 0.0, TWEAK Fn14 block -2, CF NFkB inh 0, NR2E3 ag-1 2, NR2E3 ag-2 3 and KKLEB tox 5.
CC(=O)c1ccc(OCCCC(=O)N2CCN(S(=O)(=O)c3cc(C)ccc3C)CC2)cc1 was read as Shn3 inh set2 26, Peg3 promoter 8, TRPM1 prom inh 12, iPSC survival up -0.6, HIF-2a inh 10, aDG glyco act 0.0, TWEAK Fn14 block 2, CF NFkB inh -5, NR2E3 ag-1 -7, NR2E3 ag-2 2 and KKLEB tox -18.
O=C(NCC1CCCO1)c1cc2ccccc2nc1Cl (stereo not drawn) was read as Shn3 inh set2 4, Peg3 promoter -13, TRPM1 prom inh -16, iPSC survival up -0.2, HIF-2a inh -41, aDG glyco act 0.3, TWEAK Fn14 block 22, CF NFkB inh 0, NR2E3 ag-1 -39, NR2E3 ag-2 4 and KKLEB tox 0.
Screening CC1CN(C(=O)c2cc3cc([N+](=O)[O-])ccc3oc2=O)CC(C)O1 (stereo not drawn) returned Shn3 inh set2 3, Peg3 promoter 11, TRPM1 prom inh 16, iPSC survival up -0.5, HIF-2a inh 10, aDG glyco act 0.0, TWEAK Fn14 block 1, CF NFkB inh -4, NR2E3 ag-1 -12, NR2E3 ag-2 3 and KKLEB tox 7.
COc1ccc(-c2cc(C(F)F)n3ncc(C(=O)Nc4ccc(C(=O)N5CCOCC5)cc4)c3n2)cc1 was read as Shn3 inh set2 3, Peg3 promoter 28, TRPM1 prom inh 33, iPSC survival up 2.0, HIF-2a inh 20, aDG glyco act -0.2, TWEAK Fn14 block -41, CF NFkB inh -24, NR2E3 ag-1 -6, NR2E3 ag-2 3 and KKLEB tox -7.
Screening Cc1ccc(S(=O)(=O)c2ccc(-n3nc(C)cc3N)cc2)cc1 returned Shn3 inh set2 11, Peg3 promoter 7, TRPM1 prom inh -7, iPSC survival up 1.0, HIF-2a inh 12, aDG glyco act 0.3, TWEAK Fn14 block 15, CF NFkB inh 7, NR2E3 ag-1 19, NR2E3 ag-2 2 and KKLEB tox -5.
`Cc1ccc(S(=O)(=O)NCCC(=O)OCC(=O)N2CCCC2=O)cc1` gave Shn3 inh set2 -7, Peg3 promoter 4, TRPM1 prom inh 8, iPSC survival up 0.9, HIF-2a inh 6, aDG glyco act 0.0, TWEAK Fn14 block 0, CF NFkB inh 7, NR2E3 ag-1 -8, NR2E3 ag-2 -4 and KKLEB tox -4.
